# HTR2A ag: mouse HTR2A agonism via beta-arrestin recruitment; CHO-K1 mHTR2A beta-arrestin complementation, luminescence; percent of 30 µM serotonin response; activation, % at 7.6 µM; P35363; 0.66% of 360,000 active; AID 624169;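 active = activation above a run cutoff, the mean activation of all tested compounds plus 3 SD, cut at about 14% in these data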;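 note: 0% = plate median of compound wells and 100% = 30 µM serotonin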
# Target sequence (P35363 whole entry, looked up): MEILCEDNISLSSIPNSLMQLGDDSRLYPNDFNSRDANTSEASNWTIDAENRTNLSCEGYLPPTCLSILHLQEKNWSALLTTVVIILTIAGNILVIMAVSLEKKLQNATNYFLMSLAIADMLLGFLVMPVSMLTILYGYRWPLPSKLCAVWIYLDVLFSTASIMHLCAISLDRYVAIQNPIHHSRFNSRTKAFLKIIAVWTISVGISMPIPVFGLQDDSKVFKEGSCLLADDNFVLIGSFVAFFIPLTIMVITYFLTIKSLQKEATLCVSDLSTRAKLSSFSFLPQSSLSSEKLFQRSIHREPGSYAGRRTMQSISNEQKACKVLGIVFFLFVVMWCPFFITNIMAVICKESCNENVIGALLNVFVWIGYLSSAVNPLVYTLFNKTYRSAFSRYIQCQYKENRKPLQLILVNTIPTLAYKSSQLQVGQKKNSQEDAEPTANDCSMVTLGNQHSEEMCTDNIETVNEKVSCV
# Glyco luc inh: blocks N-linked glycosylation in D54 reporter cells | D54 ERlucT glycosylation luciferase reporter, 24 h; percent of 100 nM tunicamycin response | reporter increase, % at 12.5 µM | 0.23% of 360,000 active;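 active = mean luciferase reporter signal, scaled so untreated is 0 and the glycosylation-blocking control 100, at or above a set limit in every replicate; inconclusive = mean reaches the limit but not every replicate does; inactive = mean below the limit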;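 note: luciferase carries N-glycosylation sites so blocking glycosylation raises the light; 0% = median of neutral control wells and 100% = median of 100 nM tunicamycin wells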
# ABHD5 PLIN5 PPI: blocks binding of human ABHD5 to perilipin-5; Split G. princeps luciferase complementation, luminescence, 4 h; inhibition, % at 4 µM; 0.78% of 360,000 active; AID 602281;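 active = inhibition above the mean inhibition across every tested compound plus 3 SD, cut at about 22% in these data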;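 note: 0% = DMSO only wells and the 100% control is not disclosed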
# PDI turbidity: blocks human protein disulfide isomerase activity; PDI insulin aggregation turbidity, A650, 90 min; inhibition, % at 10 µM; 0.052% of 350,000 active; AID 588391;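 active = mean inhibition across replicates of 30% or more, whatever share of single replicates reach that level; inconclusive = mean inhibition below 30% while every single replicate reaches 30%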;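 note: absorbance from insulin aggregation driven by PDI reduction with DTT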
# Target sequence (P07237 whole entry, looked up): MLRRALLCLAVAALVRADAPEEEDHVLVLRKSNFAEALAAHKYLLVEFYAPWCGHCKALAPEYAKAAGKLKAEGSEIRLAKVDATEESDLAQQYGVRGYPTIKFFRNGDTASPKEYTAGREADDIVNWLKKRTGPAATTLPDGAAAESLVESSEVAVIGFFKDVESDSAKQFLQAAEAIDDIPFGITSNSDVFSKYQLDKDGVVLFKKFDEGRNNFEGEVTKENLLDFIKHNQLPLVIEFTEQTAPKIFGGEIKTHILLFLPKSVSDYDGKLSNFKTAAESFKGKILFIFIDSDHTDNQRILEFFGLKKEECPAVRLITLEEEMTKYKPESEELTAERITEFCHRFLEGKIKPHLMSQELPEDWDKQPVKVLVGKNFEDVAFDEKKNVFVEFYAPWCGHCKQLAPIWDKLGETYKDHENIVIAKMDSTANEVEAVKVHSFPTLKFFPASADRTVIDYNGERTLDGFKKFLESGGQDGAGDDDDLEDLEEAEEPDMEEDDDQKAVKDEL
# ABCB6 inh 2: blocks the human ABCB6 transporter; Q9NP58; K562-ABCB6 porphyrin accumulation, flow cytometry, 1 h; hits give low values; fluorescence ratio to DMSO, % at 10 µM; 0.19% of 360,000 active; AID 602162;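 active = fluorescence ratio to DMSO below 75%, the collection mean minus 3 SD; inconclusive = too few cells collected in the well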;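 note: signal is porphyrin accumulated inside mitochondria; 100% equals median channel fluorescence of DMSO control wells; lower ratio means ABCB6 inhibition with less porphyrin fluorescence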
# Exocytosis inh: lytic granule exocytosis inhibition; TALL-104 LAMP-1 surface exposure, flow cytometry; cells stimulated with thapsigargin and PMA; inhibition, % at 10 µM; 0.66% of 360,000 active;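 active = inhibition above about 55%, limit read from the data; inconclusive = no clear call, values can overlap the other calls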
# MC4R antagonist: human MC4R antagonism in cAMP assay. inhibition, % at 6.5 µM. AID 540295. 0.48% of 360,000 active. MC4R-expressing cells, MTII-stimulated cAMP, LANCE TR-FRET. P32245;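 active = inhibition above its plate's cutoff, the mean of tested wells on that plate plus 3 SD, cut at about 29% in these data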;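 note: 0% = Melanotan II alone and 100% = Melanotan II plus saturating MCL0020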
#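 Material: U2OS-MC4R stable cell line | Reagent: Melanotan II challenge after compound preincubation | Doses: One concentration, 6.5 µM nominal | Incubation: 30-min compound preincubation, 1-h Melanotan II challenge, 1-h detection, room temperature | Signal: TR-FRET cAMP assay | Replicates: One well per compound, no replicates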
# CaV13 FRET inh: Primary screen for inhibitors of IQ motif and Ca2+-dependent inactivation inhibitor domain binding in CACNA1D, Förster resonance energy transfer in living cells, …; HEK cells, CFP/YFP FRET ICDI-IQ, plate reader, 10 min; percent FRET-ratio fall versus neutral wells; inhibition, % at 12.3 µM; 0.098% of 340,000 active;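 active = mean replicate inhibition of at least 30% and at least 1% of replicates passing that level; inconclusive = only one of the two criteria is met; inactive = neither criterion is met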;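 note: 0% = median of the neutral control wells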
# Cardio protect: myocardial damage modulation in H9c2 cells; protection from H2O2 cell death, % at 20 µM; 0.63% of 360,000 active; H9c2 cardiomyocytes, H2O2 injury protection, ATPLite, 2 h;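 active = compounds giving at least 50% protection of heart cells from peroxide-induced death in the single-dose screen, raw or plate-pattern-corrected value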;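 note: 0% = DMSO wells with peroxide and 100% = DMSO wells without peroxide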
# MC4R ag barr: activates human MC4R beta-arrestin recruitment. P32245. U2OS MC4R beta-arrestin complementation, luminescence; percent of melanotan II response, DMSO zero. activation, % at 8.9 µM. 0.98% of 360,000 active. AID 540308;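 active = activation above a per-plate cutoff, the mean activation of sample wells on that plate plus 3 SD, cut at about 8% in these data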
# An asterisk follows results filed as active; u = inconclusive; x = not tested or not shown.
[1] COc1cccc(NC(=S)NNC(=O)c2ccccc2OC(F)F)c1
[2] O=C1CC(C(=O)Nc2ccc(Cl)cc2)S/C(=N\N=C\c2ccco2)N1 (stereo unspecified)
[3] O=C(c1ccc(S(=O)(=O)Nc2ccccc2F)cc1)N1CCCC1
[4] CCO[C@H]1OC(C(=O)N2CCN(Cc3ccccc3)CC2)=C[C@@H](c2ccc(C(F)(F)F)cc2)[C@@H]1CCCO
[5] COc1ccc(C(CCN(Cc2ccc(OC)c(OC)c2)C(C)=O)c2ccccc2)cc1 (stereo unspecified)
[6] COc1ccc(C(C(=O)NC2CCCC2)N(C(=O)c2snc(-c3ccc(F)cc3)c2N)c2cccc(F)c2)cc1 (stereo unspecified)
[7] CCc1nnc(NC(=O)c2cc3ccccc3oc2=O)s1
[8] COc1ccc(CCn2c(=S)[nH]c3cc(C(=O)NCc4ccco4)ccc3c2=O)cc1OC
assay / compound,1,2,3,4,5,6,7,8
MC4R ag barr,-2.6,1.1,-4.0,1.5,4.7,0.4,-0.4,-3.4
Glyco luc inh,1.7,0.3,-0.4,-7.4,-3.8,2.0,x,-5.6
HTR2A ag,-5.8,-4.0,0.6,1.4,4.3,0.5,6.8,-0.1
PDI turbidity,0.3,-5.1,1.3,7.0,13.5,-8.1,-0.1,-1.0
ABHD5 PLIN5 PPI,5.7,-6.1,8.4,11.9,5.1,-1.7,-0.4,2.5
CaV13 FRET inh,-11.8,-8.4,-5.6,-5.1,-1.5,-5.8,-5.5,x
Cardio protect,17.7,1.4,4.0,-3.3,17.0,8.5,36.4,4.3
ABCB6 inh 2,95.0,95.0,101.0,90.0,97.0,87.0,93.0,94.0
Exocytosis inh,1.0,-0.4,2.4,0.8,0.4,-0.5,-3.2,0.0
MC4R antagonist,9.2,2.0,5.0,8.1,14.3,-0.9,-0.7,13.6

[9] CCC(=O)Nc1nnc(SCC(=O)NC2CCCC2)s1
[10] Cc1cc(C)n(-c2nc3ccccc3c(=O)n2OCC#N)n1
[11] Fc1ccc(COc2ccc3ccccc3c2CNc2nn[nH]n2)cc1
[12] CC(C)COc1ccc(/C=C2/Sc3ccccc3C2=O)cc1
[13] N#CC1(NC(=O)CN2CCc3ccccc3C2)CCCC1
[14] COc1ccccc1N1CCN(/N=C/c2cccc(O)c2)CC1
[15] CCCc1ccc(OCC(O)CN2CCN(c3ccccn3)CC2)cc1 (stereo unspecified)
[16] CCNC(=S)N1CCC(n2cnc3ccccc32)CC1
assay / compound,9,10,11,12,13,14,15,16
MC4R ag barr,0.2,-0.1,-3.1,1.3,-1.9,-1.1,3.5,-1.9
Glyco luc inh,-0.7,-6.1,1.4,-4.8,1.3,-1.2,1.2,-0.1
HTR2A ag,-0.1,-6.4,4.5,11.5,-1.7,-3.9,10.2,0.3
PDI turbidity,2.2,11.9,-4.0,-11.8,-2.4,28.0,10.7,9.2
ABHD5 PLIN5 PPI,4.6,-3.5,-0.5,3.1,4.7,-10.9,12.4,-5.1
CaV13 FRET inh,-5.8,-2.8,-1.6,0.2,-6.8,0.7,-15.2,-3.7
Cardio protect,0.3,26.5,13.0,-19.5,11.0,-7.7,-6.3,-1.8
ABCB6 inh 2,106.0,96.0,95.0,116.0,89.0,98.0,99.0,90.0
Exocytosis inh,0.6,1.2,1.6,2.4,-0.4,-1.2,0.9,-1.7
MC4R antagonist,4.5,11.9,-22.5,0.5,-6.7,12.0,3.4,-0.3

[17] O=C(Nc1ccccc1)c1cccc2c(-c3cccnc3)coc12
[18] Cc1ccc(S(=O)(=O)N2CCCC2C(=O)NCc2ccccc2Cl)cc1 (stereo unspecified)
[19] O=C1NCC(O)=C1C=Nc1ccccc1O
[20] CC(C)CC(=O)Nc1ccnn1C1CCN(C(=O)c2ccc(F)cc2Cl)CC1
[21] Cc1ccc(-c2cn(CCC(=O)O)c(-c3ccc(Cl)nc3)n2)cc1
[22] Cc1ccc(C(=O)c2coc3c2C(=O)C(=O)c2ccccc2-3)cc1
[23] CCN(CC)C(=O)c1[nH]cnc1C(=O)N[C@@H](Cc1ccccc1)C(=O)OCc1ccccc1
[24] COc1cccc(CNc2cc(CSc3ccc(Cl)cc3)nc(C)n2)c1
assay / compound,17,18,19,20,21,22,23,24
MC4R ag barr,-1.4,0.3,0.9,-3.1,-1.9,16.5*,-0.3,0.4
Glyco luc inh,8.4,0.8,-3.8,1.5,0.2,u,2.2,-1.5
HTR2A ag,-3.5,-1.8,5.3,-0.2,1.5,6.3,0.0,-6.6
PDI turbidity,-16.7,2.7,0.0,4.6,-3.0,2.7,3.4,-10.0
ABHD5 PLIN5 PPI,-1.8,5.5,4.2,4.2,10.3,85.1*,-0.2,2.4
CaV13 FRET inh,-5.1,-3.3,-5.8,-4.7,-6.4,x,-11.3,x
Cardio protect,62.6*,1.0,-11.8,3.7,-0.9,-20.6,13.3,-4.4
ABCB6 inh 2,97.0,94.0,102.0,102.0,103.0,102.0,96.0,92.0
Exocytosis inh,4.2,-1.8,-4.3,16.8,-3.5,11.0,-2.1,23.2
MC4R antagonist,9.9,8.3,8.3,0.8,8.1,-7.0,8.1,-2.4

[25] COc1ccc(C(=O)CC(C(=O)O)c2ccc3c(c2)OCO3)cc1OC (stereo unspecified)
[26] Cc1cccc(C)c1NC(=O)CNC(=O)c1ccc2nc[nH]c2c1
[27] COc1cc(NS(=O)(=O)c2ccc(NC(=O)/C=C/c3cccc([N+](=O)[O-])c3)cc2)ncn1
[28] COc1cc(-c2nc3c(c(C)nn3-c3ccccc3)c3cc(OC)c(OC)cc23)ccc1O
[29] CC(=O)Cn1ncc(N2CCOCC2)cc1=O
[30] Cc1ccccc1NC(=O)c1ccccc1NS(=O)(=O)c1cccc2cccnc12
[31] CCn1c(=O)n(CC)c2cc(N3CCCC3)c(NC(=O)c3ccccc3F)cc21
[32] CC1(C)CC(=O)c2c(O)cc(OCc3ccc([N+](=O)[O-])cc3)cc2O1
assay / compound,25,26,27,28,29,30,31,32
MC4R ag barr,-0.3,-2.9,-2.6,0.8,-3.4,-1.8,-2.1,0.4
Glyco luc inh,0.0,-1.5,1.0,-6.5,0.9,-1.3,7.0,-3.7
HTR2A ag,-1.7,3.5,7.8,7.2,-1.8,-4.7,3.9,0.1
PDI turbidity,-2.7,-4.1,-10.1,7.1,-1.9,11.4,6.0,-3.0
ABHD5 PLIN5 PPI,6.5,8.9,0.0,-7.0,2.9,-2.9,2.2,3.5
CaV13 FRET inh,-6.7,-7.6,-6.7,x,x,-6.7,-5.7,-9.8
Cardio protect,2.9,1.8,2.0,17.3,2.4,28.2,18.5,-4.3
ABCB6 inh 2,95.0,103.0,103.0,99.0,98.0,98.0,99.0,96.0
Exocytosis inh,3.0,-1.8,1.1,0.8,3.9,6.1,2.7,-0.6
MC4R antagonist,11.0,-1.5,13.0,9.8,0.1,4.0,-5.1,0.2

# 7 of these compounds, set out differently:
cpd	molecule	MC4R ag barr	Glyco luc inh	HTR2A ag	PDI turbidity	ABHD5 PLIN5 PPI	CaV13 FRET inh	Cardio protect	ABCB6 inh 2	Exocytosis inh	MC4R antagonist
26	Cc1cccc(C)c1NC(=O)CNC(=O)c1ccc2nc[nH]c2c1	-2.9	-1.5	3.5	-4.1	8.9	-7.6	1.8	103.0	-1.8	-1.5
27	COc1cc(NS(=O)(=O)c2ccc(NC(=O)/C=C/c3cccc([N+](=O)[O-])c3)cc2)ncn1	-2.6	1.0	7.8	-10.1	0.0	-6.7	2.0	103.0	1.1	13.0
28	COc1cc(-c2nc3c(c(C)nn3-c3ccccc3)c3cc(OC)c(OC)cc23)ccc1O	0.8	-6.5	7.2	7.1	-7.0	x	17.3	99.0	0.8	9.8
29	CC(=O)Cn1ncc(N2CCOCC2)cc1=O	-3.4	0.9	-1.8	-1.9	2.9	x	2.4	98.0	3.9	0.1
30	Cc1ccccc1NC(=O)c1ccccc1NS(=O)(=O)c1cccc2cccnc12	-1.8	-1.3	-4.7	11.4	-2.9	-6.7	28.2	98.0	6.1	4.0
31	CCn1c(=O)n(CC)c2cc(N3CCCC3)c(NC(=O)c3ccccc3F)cc21	-2.1	7.0	3.9	6.0	2.2	-5.7	18.5	99.0	2.7	-5.1
32	CC1(C)CC(=O)c2c(O)cc(OCc3ccc([N+](=O)[O-])cc3)cc2O1	0.4	-3.7	0.1	-3.0	3.5	-9.8	-4.3	96.0	-0.6	0.2

# More entries.
[33] Cc1ccc(OCc2cc(C(=O)N(C)C3CCCc4ccccc43)no2)cc1C (stereo unspecified)
[34] Cc1ccc2nc3c(cc2c1)c(NC(=O)c1cccnc1)nn3C
[35] CCC(C)[C@H](NC(=O)NCc1ccco1)C(=O)O (stereo partly specified)
[36] S=C(NCC1CCCO1)Nc1ccc(Cl)cc1 (stereo unspecified)
[37] CC(NCCN(C)C)C(=O)C12CC3CC(CC(C3)C1)C2 (stereo unspecified)
[38] Cc1ccc(NC(=O)/C(C#N)=C/c2ccsc2)c(C)c1
[39] O=C(/C=C/c1ccco1)OCc1nnc(-c2ccccc2)o1
[40] CCOc1c(Cl)cc(C(=O)Nc2cccc(C(=O)O)c2)cc1Cl
assay / compound,33,34,35,36,37,38,39,40
MC4R ag barr,1.0,-1.2,-2.6,0.2,1.1,-1.9,-2.4,-0.9
Glyco luc inh,1.3,0.8,1.2,0.3,1.1,2.2,0.6,0.2
HTR2A ag,-2.7,2.7,-0.1,0.7,-1.9,1.9,-2.1,-1.6
PDI turbidity,0.3,4.3,-0.5,-5.3,-0.6,14.0,11.1,-5.1
ABHD5 PLIN5 PPI,-2.9,2.5,6.8,-2.5,8.4,-2.3,3.1,7.9
CaV13 FRET inh,-13.7,2.1,-6.3,-17.6,0.3,-4.6,0.6,-1.4
Cardio protect,-19.8,21.4,4.9,0.1,-0.3,-4.6,1.1,-1.1
ABCB6 inh 2,105.0,120.0,97.0,88.0,101.0,104.0,97.0,96.0
Exocytosis inh,-5.4,-0.4,-0.2,-13.4,4.4,-2.1,0.0,1.0
MC4R antagonist,7.5,-4.9,0.2,-3.5,-3.8,-5.8,1.5,0.6

[41] O=S(=O)(c1ccc(Cl)cc1)N1CCC2(CC1)OCCO2
[42] CCCNC(=O)C(Cc1ccccc1C)NC(=O)c1ccc(C(F)(F)F)cc1 (stereo unspecified)
[43] Cc1ccccc1OCC(=O)NCCS(=O)(=O)N1CCN(c2ccc(F)cc2)CC1
[44] Cc1ccnc(NC(=O)COc2ccccc2[N+](=O)[O-])c1
assay / compound,41,42,43,44
MC4R ag barr,-2.1,-1.1,3.8,-0.8
Glyco luc inh,0.0,0.2,0.1,-10.8
HTR2A ag,2.9,-1.4,-5.6,-0.6
PDI turbidity,-1.9,3.4,0.0,3.0
ABHD5 PLIN5 PPI,-1.7,-0.7,2.8,-0.8
CaV13 FRET inh,-5.2,-5.0,-12.1,-5.4
Cardio protect,0.3,-0.3,-3.4,-21.0
ABCB6 inh 2,103.0,101.0,94.0,101.0
Exocytosis inh,30.9,-11.0,1.4,-5.5
MC4R antagonist,12.7,5.9,7.5,3.4

# An unsorted share of the library; any-hit rate near 4.2%.
